Screening data from PubChem.
S3 lipid droplet: qHTS Assay for Lipid Storage Modulators in Drosophila S3 Cells | Potency in µM for hits, for the others lipid storage change, negative = inhibition, % at the top dose, mostly 46.1 µM | 320,000 tested, 0.64% active | Drosophila S3 cells, BODIPY lipid droplet fluorescence, 18-24 h; cells fed with added oleic acid | AID 2685; active = well fitted inhibition curve with a large enough effect in the signal ratio, with a control signal flat, not every such curve was filed as active; inconclusive = small, poorly fitted or top-dose-only effect, or effect the other way, or a change in a side signal; the % refers to the signal ratio
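Drosophila S3 cells loaded with oleic acid (400 uM, as added) and compounds at several concentrations; lipid droplets imaged by 488-nm laser-scanning cytometry, 500–530 nm intensity and object ratio to cell channel. Percent activity normalized to 20 uM Triacsin C.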
S3 lipid droplet cell count max: also measured in S3 lipid droplet; calls as there; cell number change, %; measured here: cell count max response;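 cells counted by Cell Tracker Red CMTPX staining in the red channel; peak over a dose series mostly up to 46.1 µM; percent activity relative to internal control wells on each plate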
Numbers without * were called inactive; i = inactive; ? = inconclusive; / = not tested or not shown. % is set by controls: 0 for no effect and ±100 for the full control effect; potency is the fitted concentration of half-maximal effect. Some of the compounds tested; the hit share may differ from the screen's.

SMILES	S3 lipid droplet	S3 lipid droplet cell count max
COc1ccc(OC)c(NC(=O)C2C(C(=O)O)C3(Cl)C(Cl)=C(Cl)C2(Cl)C3(Cl)Cl)c1 (stereo not given)	-3.4%	4.4
Cc1ccccc1NC(=O)/C(=C/c1ccccc1)c1ccccc1	16.0%	-23.2
CC(=O)N1c2ccc(S(=O)(=O)N3CCCC3C(=O)Nc3ccc(C)cc3)cc2CC1C (stereo not given)	?	/
COC(=O)C(Cc1ccc(O)cc1)NC(=O)CCC(=O)Nc1ccc(S(N)(=O)=O)cc1 (stereo not given)	?	/
CCn1c(NC(=O)Nc2cccc(C)c2C)cc2sccc21	?	/
CC(=O)Nc1ccc(NC(=O)CCn2cnnn2)cc1	?	/
COC(=O)c1[nH]c2cc(OC)ccc2c1NC(=O)CN1CCC(C(N)=O)CC1	?	/
COc1ccc(C(=O)N/N=C\c2coc3ccc(C)cc3c2=O)cc1	?	/
CC(=O)c1sc(C(C)(C)C)cc1NC(=O)CCC(=O)O	-7.0%	-2.6
Cc1cc(C)nc(NC(=S)Nc2ccc(Br)cc2Cl)c1	3.6%	/
CCOC(=O)c1c(Cc2ccccc2)c[nH]c1C	?	/
O=C(NC1CCCCC1)C1CCN(S(=O)(=O)N2CCOCC2)CC1	?	/
CC(C)(C)c1ccc(-c2nnc(SC3CCOC3=O)n2Cc2ccccc2)cc1 (stereo not given)	7.6%	-4.6
Cn1c(/C=N/c2nc3ccccc3[nH]2)nc2ccccc21	18.7%	7.9
COc1ccc(C2(CNC(=O)Cc3ccc(OC)c(OC)c3)CCOCC2)cc1	-18.9%	-23.4
COc1ccc(C(=O)Nc2ccc(C(=O)N3CCCCC3C)cc2)c(OC)c1OC (stereo not given)	?	/
CCC(C(=O)NCc1cccnc1)c1ccccc1 (stereo not given)	9.2%	0.6
CC(C)(C)C(=O)Cn1ncc(NC2CC2)c(Br)c1=O	i	/
COC(=O)c1cc(S(=O)(=O)NCCc2cccc(C)c2)cn1C	?	/
CCc1nnc(NC(=O)C2CCCN2C(=O)NC2CCCCC2)s1 (stereo not given)	?	/
COc1ccc(C2CC(=O)c3cnc(NC(=O)c4cccc(OC)c4)nc3C2)cc1 (stereo not given)	?	/
O=C(Nc1ccn(Cc2cccc3ccccc23)n1)c1cccnc1	?	/
CCOc1ccc(CCNS(=O)(=O)c2ccc3c(c2)NC(=O)CC(=O)N3)cc1OCC	?	/
O=C(NNC(=O)C1CCCCC1)c1cnccn1	-8.6%	11.7
O=S(=O)(Nc1nc2ccccc2nc1NCCN1CCOCC1)c1cccc(Cl)c1	?	/

Sorted by molar mass (descending): part of the list above
SMILES	S3 lipid droplet	S3 lipid droplet cell count max
COc1ccc(C(=O)Nc2ccc(C(=O)N3CCCCC3C)cc2)c(OC)c1OC (stereo not given)	?	/
CC(C)(C)c1ccc(-c2nnc(SC3CCOC3=O)n2Cc2ccccc2)cc1 (stereo not given)	7.6%	-4.6
COc1ccc(C2CC(=O)c3cnc(NC(=O)c4cccc(OC)c4)nc3C2)cc1 (stereo not given)	?	/
COC(=O)c1cc(S(=O)(=O)NCCc2cccc(C)c2)cn1C	?	/
CC(=O)c1sc(C(C)(C)C)cc1NC(=O)CCC(=O)O	-7.0%	-2.6
CCC(C(=O)NCc1cccnc1)c1ccccc1 (stereo not given)	9.2%	0.6
CCOC(=O)c1c(Cc2ccccc2)c[nH]c1C	?	/

The list continues.
SMILES	S3 lipid droplet	S3 lipid droplet cell count max
CC(=O)Nc1ccc(S(=O)(=O)N2CCN(c3nnnn3-c3ccccc3)CC2)cc1	?	/
CC(C(=O)c1ccc(Br)cc1)[n+]1cccc2ccccc21 (stereo not given)	?	/
COC(=O)c1c(Oc2nc(OC)cc(OC)n2)cccc1Oc1nc(OC)cc(OC)n1	14.2%	16.3
Cc1cc(Cl)ccc1C(=O)C1CCCN(C(=O)c2cccc(N3CCCC3=O)c2)C1 (stereo not given)	i	/
COc1ccc(C(CNC(=O)/C=C/c2c(Cl)nc3ccccn23)N(C)C)cc1 (stereo not given)	8.0%	5.7
COc1ccc(S(=O)(=O)NCC2CCC(C(=O)NCCCN3CCCC3=O)CC2)cc1 (stereo not given)	i	-8.4
COc1ccc(CN=C2NC(=O)CC(C(=O)Nc3ccc(Cl)cc3)S2)cc1 (stereo not given)	?	/
Cc1ccc(Nc2nc(=O)c3cc([N+](=O)[O-])ccc3s2)cc1	27.1%	9.6
CCC(CC)C(=O)Nc1cc(NC(=O)C(CC)CC)cc(C(=O)O)c1	?	/
Cc1occc1C(=O)NNC(=O)c1ccccc1Br	12.3%	9.8
CS(=O)(=O)N1CCC(Oc2ccccc2C(=O)NC2CCOC2)CC1 (stereo not given)	0.4%	-18.6
CC(=O)Nc1cccc(NC(=O)C2CC(=O)N(C3CCCCC3)C2)c1 (stereo not given)	?	/
CCCc1cc(C(=O)N2CCCC(C(=O)c3ccc(Cl)cc3)C2)n(C)n1 (stereo not given)	?	/
CCn1c(C)nc2cc(C(=O)OC)ccc21	6.8%	0.4
CCCCOC(=O)CSCC(=O)N1N=C(c2cccs2)CC1c1ccc(F)cc1 (stereo not given)	-6.7%	-14.0
CCCn1nnc(NC(=O)c2ccc(OCC)c(Cl)c2)n1	i	4.9
CCOC(=O)c1c(C)oc2c1c1c(c3ccccc32)OCN(CCCC(=O)O)C1	-0.3%	12.3
CCC(CC)C(=O)Nc1c(C(=O)N2CCN(c3ccccc3)CC2)oc2ccccc12	?	/
CCOC(=O)c1cnc(SCC(=O)Nc2cc(OC)ccc2OC)nc1N	?	/
CCCNC(=O)N1CCN(c2ncccn2)CC1	9.6%	8.6
O=C(CN1CCC(O)(c2ccc3c(c2)OCO3)CC1)OC1CCCCC1	?	/
CCC(Oc1ccccc1)C(=O)Nc1nnc(C(F)(F)F)s1 (stereo not given)	?	/
CCn1c(CNC(=O)Cc2ccc(OC)cc2)nnc1SCCOc1ccccc1	?	/
CCCCCCSc1ccc([C@H]2N[C@@](C)(C(=O)OC)[C@H]3C(=O)N(CC)C(=O)[C@@H]23)cc1	?	/
Cc1cccc(NCc2n[nH]c(=S)n2-c2ccccc2)c1	-4.6%	5.1

For convenience, some entries already given:
SMILES	S3 lipid droplet	S3 lipid droplet cell count max
CC(=O)Nc1ccc(S(=O)(=O)N2CCN(c3nnnn3-c3ccccc3)CC2)cc1	?	/
CC(C(=O)c1ccc(Br)cc1)[n+]1cccc2ccccc21 (stereo not given)	?	/
COC(=O)c1c(Oc2nc(OC)cc(OC)n2)cccc1Oc1nc(OC)cc(OC)n1	14.2%	16.3

Going on with the list:
SMILES	S3 lipid droplet	S3 lipid droplet cell count max
Cc1cc(OCC(=O)OCC(=O)Nc2cc(C(F)(F)F)ccc2N2CCOCC2)ccc1Cl	7.7%	-1.0
COc1cc2cc(CCCOC(=O)c3ccco3)oc(=O)c2cc1OC	?	/
CCCCn1c(N)c(N(CCOC)C(=O)c2cc(-c3ccccc3)nc3ccccc23)c(=O)[nH]c1=O	25.0%	2.7
CCN(CC)c1ccc(/C=N/NC(=O)c2cc3ccccc3[nH]2)cc1	?	/
Cc1cc(-n2nc(C)cc2C)nc(N)n1	?	/
O=C(c1ccc(N2CCCC2)c([N+](=O)[O-])c1)N1CCN(CCO)CC1	3.8%	/
N#Cc1ccc(Oc2nc(C(N)=O)cc(-c3ccccc3)n2)cc1	0.2%	-27.1
CSc1ccccc1C(=O)NC(C)c1ccc(-n2ccnc2)cc1 (stereo not given)	i	-8.1
Cc1ccc(-c2ccc(C(=O)O)o2)cc1Cl	12.8%	-4.2
C/C(=N\NC(=O)c1cccc([N+](=O)[O-])c1)c1ccco1	?	/
COc1ccc(N(CC(=O)NC2CCCC2)C(=O)Cn2nnc(-c3ccc(OC)c(OC)c3)n2)c(OC)c1	?	/
COc1ccc([C@H]2CC(=O)C=C(c3ccc4c(c3)OCO4)C2)cc1	-9.1%	2.6
COc1ccc(Br)c(C(=O)OCC(=O)NC2CCCCCC2)c1	?	/
CC(C)Cn1c(-c2nn(C)cc2Cl)n[nH]c1=S	-0.1%	5.0
O=C1Nc2ccccc2C12OCC1(CO2)COC2(OC1)C(=O)Nc1ccccc12 (stereo not given)	-23.1%	7.2
Cc1ccc(C(=O)Nc2cccc([N+](=O)[O-])c2)cc1S(=O)(=O)Nc1cccc(C(=O)O)c1	?	/
CCOC(=O)C1(Cc2ccccc2)CCCN(CCO)C1 (stereo not given)	25.8%	18.4
N#Cc1ccc(S(=O)(=O)NC2CCN(Cc3ccccc3)CC2)cc1	-3.6%	9.7
Cc1c(CC(=O)NCC(=O)O)c(=O)oc2cc3occ(-c4ccccc4)c3cc12	?	/
CCOC(=O)CCCNC(=O)COC(=O)c1cc(Br)c(Br)s1	-12.0%	-24.1
CC(Sc1nc(C(C)(C)C)cc(-c2ccccc2)c1C#N)C(=O)Nc1ccccc1 (stereo not given)	?	/
O=c1c2ccccc2nc(-c2ccccc2)n1CCN1CCOCC1	i	15.8
